Assay outcomes: PubChem BioAssay, Broad Institute
F508del corr = CFTR F508del correction in bronchial cells; CFBE cells, YFP halide quenching; stimulated with forskolin plus potentiator P3; % fluorescence drop versus neutral controls; activity (quench increase), % at 7.58 µM; 350,000 compounds, 0.36% hits; AID 720511;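 active = mean added fluorescence quench of at least 8% versus neutral control, with both replicates also reaching 8%; inconclusive = only one of the mean or replicate conditions met; inactive = mean below 8% and not both replicates reaching 8%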;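 note: cells transiently co-express mutant CFTR-F508del with the halide-sensitive YFP; corrector assay measuring rescue of mutant channel to the surface after 24 h compound exposure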
PAX8 inh HTS = inhibitors of PAX8 transcriptional activity in RMG-I cells. 360,000 compounds, 1.2% hits. RMG-I TPO-luciferase reporter, SteadyGlo, 24 h. inhibition, % at 12.6 µM;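 active = mean replicate inhibition at least 60% with every replicate also reaching 60%; inconclusive = only one of the two criteria is met; inactive = mean below 60% and not all replicates reaching 60%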;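 note: luciferase light reporting Pax8 driven TPO promoter activity; plate controls were median of neutral control wells for no effect and mitoxantrone controls for full effect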
DENV2 CPE rescue = inhibitors of DENV2 cytopathic effect; 350,000 compounds, 1.7% hits; CPE inhibition, % at 9.99 µM; DENV2-infected cells, cytopathic effect rescue, plate reader; in the data active = CPE inhibition above about 20%, passing the limit was not always enough; inconclusive = no clear call, values can overlap the other calls; tested in BHK-21 cells;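 note: 0% = median of neutral control wells and 100% = median of positive control wells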
EWS-Fli inh = EWS/Fli transcriptional activity inhibition. A673 NR0B1-luciferase reporter, viability-normalised. inhibition, % at 12.6 µM. 350,000 compounds, 0.67% hits. AID 651661;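 active = mean inhibition of at least 50% after viability correction, with every replicate also passing that limit; inconclusive = mean reaches 50% but only one of two replicates passes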;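 note: firefly luciferase signal divided by Alamar Blue viability fluorescence both relative to DMSO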
GSIS activator = GLuc luminescence reporter in INS-1E cells, primary screen for activators of glucose-dependent secretion of insulin; INS-1E GLuc reporter insulin secretion, 2-3 h; activation, % at 16.6 µM; 370,000 compounds, 0.61% hits; AID 743287;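 active = lowest replicate activation of at least 40%, so every replicate reaches that level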;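 note: 0% = median of neutral control wells and 100% = median of IBMX positive control wells; some compounds called inactive have numbers as strong as hits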
miR-122 sensor = miR-122 inhibition in Huh7 cells; activation (reporter increase), % at 12.5 µM; Huh7 miR-122 Renilla luciferase sensor, 48 h; neutral wells = 0, positive control = 100; AID 602342; 340,000 compounds, 0.3% hits;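 active = mean replicate activation score at least 90 and every replicate individually at or above 90; inconclusive = only one of the two criteria met; inactive = neither criterion met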;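 note: higher luciferase means less miR-122 activity so hits act as miR-122 inhibitors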
FN deposition inh = fibronectin deposition inhibition | AH1F fibroblasts, Alexa488-fibronectin deposition fluorescence, overnight | 350,000 compounds, 0.086% hits | AID 743247 | inhibition, % at 12.6 µM;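 active = mean inhibition across replicates of 30% or more, regardless of how many single replicates reach that level; inconclusive = mean under 30% yet at least half of replicates reach 30%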;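 note: positive control wells lacked labelled fibronectin entirely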
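Material: AH1F fibroblasts assembling fluorescent fibronectin matrix; amount: 10000 AH1F cells/well; medium: DMEM, 2% serum; reagent: Alexa488-fibronectin, 24 nM final in well; dosing: single compound dose, delivered by pin transfer; incubation: 1 h adhesion, overnight exposure; detection: fluorescence after three HBSS washes, excitation 485 nm, emission 525 nm; measure: fibronectin deposition inhibition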
* hit, by the source's call; u = inconclusive; x = no result given; [ ] = another dose, or the depositor's remark.

molecule	DENV2 CPE rescue	F508del corr	GSIS activator	PAX8 inh HTS	FN deposition inh	miR-122 sensor	EWS-Fli inh
FC(F)Oc1ccc(NC(=S)N2CCN(Cc3ccccc3)CC2)cc1	0	-2.8	-12	21	-6	x	3
COc1ccc(C(CC(=O)c2ccccc2)CC(=O)c2ccccc2)cc1	1	0.6	3	7	-9	x	-3
CCn1c(=O)n(CC)c2cc(N3CCCC3)c(NC(=O)c3cc(Cl)ccc3OC)cc21	2	0.8	18	24	9	-7	22
CN(C)C(=O)c1ccc2c3c(cccc13)CC2	x	1.1	1	-2	x	-1	5
Cc1ccccc1S(=O)(=O)N1CCCCN2[C@H](C1)[C@H](c1ccc(-c3cccc(F)c3)cc1)[C@@H]2CO	8	-3.9	-2	20	x	4[16.7 µM]	7
O=C(CSCc1cccc(F)c1)N1CCN(c2ccccc2)CC1	-6	-1.3	-31	x	x	-3	-84
CCOc1ccc(N(CC(=O)NC2CCCC2)C(=O)c2ccc(C)s2)cc1	1	-0.1	-31	9	1	2	x
CC=Cc1ccc2n(c1=O)C[C@@H]1[C@@H](CO)[C@H](C(=O)NCCc3ccccc3)[C@H]2N1C (mixture of isomers)	8	3.1	1	7	x	-5[16.7 µM]	0
Cc1c(S(=O)(=O)N2CCN(c3ccccc3)CC2)c(=O)n(C)c(=O)n1C	-2	-0.2	2	3	0	-4	-8
CCCCCCCCOC(=O)c1nc(Cl)c(Cl)c(N)c1Cl	-2	-1.0	60*	21	11	-5	11
C=CCN1C(=O)N(/C=C/C)c2cccc3cccc1c23	x	x	x	13	-2	-2	x
O=C(C[C@H]1C=C[C@@H](NS(=O)(=O)c2cccc(F)c2)[C@H](CO)O1)N1CCCCC1	-2	-0.4	-4	9	4	x	5
CO[C@@H]1CN(C)C(=O)c2ccc(NC(=O)Nc3cccc(F)c3)cc2OC[C@H](C)N(C(C)=O)C[C@H]1C	-6	2.0	-22	x	8	x	1
Cc1ccc(-c2nnc(NC(=O)c3ccc([N+](=O)[O-])o3)o2)c(C)c1	8	3.1	18	0	4	-4	9
O=c1cc[nH]c2ccc([N+](=O)[O-])cc12	17	-0.9	4	-39	5	x	-7
C[C@H]1CN([C@@H](C)CO)C(=O)c2cc(NS(=O)(=O)c3ccc(Cl)cc3)ccc2O[C@H]1CN(C)Cc1ccncc1	-3	-0.2	1	6	x	-2[16.7 µM]	-4
COc1ccc(Cn2c(C)nc3c(c2=O)c2nc4ccccc4nc2n3Cc2ccco2)cc1	-3	-1.7	-28	u	-2	-2	45
C/C=C/c1cnc2c(c1)C(=O)N([C@@H](C)CO)C[C@H](C)[C@@H](CN(C)C(=O)C1CCOCC1)O2	4	0.9	25	1	x	-9[16.7 µM]	-6
CC(C)N1CCC(=NNc2ccc(S(=O)(=O)N3CCOCC3)cc2[N+](=O)[O-])CC1	7	0.5	27	6	4	3	-2
O=C(N1CCOCC1)N1CCN(c2nc(-c3ccc(F)cc3)cs2)CC1	x	x	1	x	0	-6	x
CC(=O)O[C@H]1C[C@@]2(C)[C@@H](C[C@@H](O)[C@H]3[C@@]4(C)CC[C@@H](O)[C@@H](C)C4CC[C@@]32C)/C1=C(\CCC=C(C)C)C(=O)O (stereo not given in full)	5	-6.0	x	5	-3	5	4
COc1ccc(N(C)S(=O)(=O)c2cccc(C(=O)NCc3ccc(C)cc3)c2)cc1	-1	2.8	-49	7	1	0	5
CC(C)C#Cc1ccc2c(c1)O[C@@H](CN(C)C(=O)Nc1ccccc1)[C@@H](C)CN([C@@H](C)CO)S2(=O)=O	-3	-3.0	-27	13	x	1[16.7 µM]	-9
COCCNC(=O)C[C@@H]1CC[C@@H]2[C@@H](COc3ccc(NC(=O)C4CCCC4)cc3C(=O)N2C)O1	6	3.8	4	-3	4	-1[16.7 µM]	-2
Cc1ccc(S(=O)(=O)N2C[C@H]3N(C(=O)OC(C)C)N(C(=O)OC(C)C)C[C@H](OC(=O)NC4CCCC4)[C@@]3(O)C2)cc1	-12	1.0	-37	-26	-19	-9	7
CC1CCCCN1CCCNC(=O)C1CCN(c2nc3ccccc3o2)CC1 (stereo not given)	-10	1.6	5	10	-1	-4	-3
CCCN1C[C@H](C)[C@H](OC)CN(C)C(=O)c2ccc(NC(=O)c3cnccn3)cc2OC[C@@H]1C	-1	1.0	10	3	2	x	5
Cc1ccnc(NC(=O)CCC(=O)N(CC(=O)NC(C)(C)C)c2ccc3c(c2)OCO3)c1	7	-0.1	2	-6	-7	x	1
CCCCNC(=O)C1c2ccccc2OCC(=O)N1CCCN1CCOCC1 (stereo not given)	-2	-1.7	6	-12	-5	x	-5
O=C(CCN1C(=O)/C(=C\c2cccc(Br)c2)SC1=S)N1CCOCC1	-2	-2.7	5	-5	6	-3	-15
O=C(Nc1ccccc1F)C(=Cc1sc(N2CCOCC2)nc1-c1ccccc1)C(=O)Nc1ccccc1F	-2	1.9	1	-9	-4	x	5
Cc1cc(NC(=O)COC(=O)[C@H](Cc2ccccc2)NC(=O)c2ccco2)no1	4	-1.3	-2	5	-1	x	-4

A draw from above in order of formula weight, ascending.
molecule	DENV2 CPE rescue	F508del corr	GSIS activator	PAX8 inh HTS	FN deposition inh	miR-122 sensor	EWS-Fli inh
O=C(CSCc1cccc(F)c1)N1CCN(c2ccccc2)CC1	-6	-1.3	-31	x	x	-3	-84
Cc1ccccc1S(=O)(=O)N1CCCCN2[C@H](C1)[C@H](c1ccc(-c3cccc(F)c3)cc1)[C@@H]2CO	8	-3.9	-2	20	x	4[16.7 µM]	7
CC(C)C#Cc1ccc2c(c1)O[C@@H](CN(C)C(=O)Nc1ccccc1)[C@@H](C)CN([C@@H](C)CO)S2(=O)=O	-3	-3.0	-27	13	x	1[16.7 µM]	-9

Remaining list, next part:
molecule	DENV2 CPE rescue	F508del corr	GSIS activator	PAX8 inh HTS	FN deposition inh	miR-122 sensor	EWS-Fli inh
Cc1cc(C)cc(NC(=O)c2ccc(N3C(=O)C4CCCCC4C3=O)cc2)c1 (stereo not given)	17	-4.3	-17	-1	-4	1	x
Cc1ccc(Nc2cnn(C34CC5CC(CC(CC(=O)O)(C5)C3)C4)c(=O)c2Cl)c(Cl)c1	x	-0.2	3	-2	-6	-3	9
COCCN(CC(=O)Nc1cccc(C)c1C)C(=O)/C=C/c1ccc2c(c1)OCCO2	-1	x	x	-3	-8	-9	-12
Cc1noc(C)c1S(=O)(=O)Nc1ccc2c(c1)CC(=O)N([C@H](C)CO)C[C@H](C)[C@@H](CN(C)S(=O)(=O)c1cccs1)O2	0	-0.7	-5	x	2	-6[16.7 µM]	1
O=C(CN1CCN(S(=O)(=O)c2ccc(F)c(Cl)c2)CC1)N1CCNC1=O	-8	-2.6	5	-5	10	x	2
CN(C(=O)CSc1nncn1-c1ccccc1)C1CCS(=O)(=O)C1 (stereo not given)	3	0.1	23	x	2	-7	-5
CCCc1cc(=O)[nH]c(SCC(=O)Nc2ccc3ccccc3c2)n1	12	-1.7	24	-2	-3	3	1
CCOC(=O)c1cc2c(=O)n3ccccc3nc2n(Cc2ccco2)c1=NC(=O)c1cccc(OC)c1	2	2.5	-2	0	-4	16	-3
O=C(O)c1n[nH]c2c1CC(C1CCCCC1)CC2 (stereo not given)	-12	0.0	x	-11	2	4	-3
O=C(C[C@@H]1CC[C@H]2[C@@H](COC[C@H](O)CN2C(=O)Nc2cccc(F)c2)O1)NCCCN1CCOCC1	-9	-0.2	-6	-41	2	0[16.7 µM]	-27
COC(=O)c1ccc2nc(-c3ccc(C)cc3)c(CC(C)(C)C)n2c1	-2	-1.4	-15	-3	4	x	13
CO[C@@H](CN(C)Cc1cc(F)ccc1F)[C@H](C)CN([C@H](C)CO)S(=O)(=O)c1ccc(F)cc1	17	-0.5	9	-5	-7	x	-4
Cc1noc(C)c1S(=O)(=O)Nc1ccc2c(c1)C(=O)N([C@H](C)CO)C[C@H](C)[C@@H](CN(C)Cc1ccc(C(F)(F)F)cc1)OCCCC[C@H](C)O2	9	2.0	-19	72*	x	-9[16.7 µM]	x
O=C(C1CCOCC1)N1CC2(C1)[C@@H](c1ccccc1)[C@H](CO)N2Cc1ccc(Cl)cc1	-5	-3.9	-34	x	x	x	-3
Cn1c(=O)c2c(SCc3ccccn3)nc(CC(C)(C)C)nc2n(C)c1=O	-5	2.8	x	2	-1	0	12
COc1cccc(NC(=O)N[C@@H]2CC[C@H](CC(=O)NCc3ccncn3)O[C@H]2CO)c1	0	-2.3	8	-3	-3	-6[16.7 µM]	6
Oc1ccc(C(=S)N2CCCC2)cc1	-1	-0.7	-2	2	3	-2	-14
COc1ccc(S(=O)(=O)N2CCC(C(=O)N[C@@H](C)C(=O)N3CCCCCC3)CC2)cc1	-5	0.4	4	-1	6	-1	x
COc1ccc(CN2CCC(Cc3ccccc3)CC2)c(C)c1C	-5	2.5	18	-12	-7	-4	10
O=C(NCC[C@@H]1CC[C@@H](NS(=O)(=O)c2ccc(F)cc2)[C@H](CO)O1)Nc1ccc(Cl)cc1	-11	-2.6	-24	2	-2	-2[16.7 µM]	-20
O=C(CC1CC1)N1[C@H](CO)[C@@H](c2ccccc2)C12CN(Cc1ccccc1F)C2	7	1.2	2	3	x	x	3
COc1ccccc1CNC(=O)C[C@H]1CC[C@@H]2[C@H](COC[C@H](O)CN2C(=O)Nc2ccc(C(F)(F)F)cc2)O1	u	-0.3	-26	18	-5	0[16.7 µM]	0
N=c1c(S(=O)(=O)c2ccc(Cl)cc2)cc2c(=O)n3ccccc3nc2n1CCN1CCOCC1	x	x	x	-6	-1	6	x
Cc1cccc(OCC(=O)O/N=C(\N)c2ccc(Br)cc2)c1	-3	1.0	0	-3	5	-22	-3
CCN(CC)CC(O)COC(c1ccccc1)c1ccccc1 (stereo not given)	0	-0.2	-32	11	4	-1	0
O=C(c1ccc(-n2cncn2)c([N+](=O)[O-])c1)N1CCN(S(=O)(=O)c2ccc(Cl)cc2)CC1	7	-0.4	x	x	3	4	1
C[C@H](CO)N1C[C@H](C)[C@@H](CN(C)S(C)(=O)=O)Oc2ccc(NS(=O)(=O)c3ccccc3)cc2CC1=O	70*	0.5	8	-1	x	2[16.7 µM]	-14
COc1ccc(C#Cc2ccc3c(c2)O[C@H](CN(C)C)[C@@H](C)CN([C@H](C)CO)S3(=O)=O)cc1	u	-0.5	-5	x	-2	20[16.7 µM]	11
CCOc1ccc(-c2nc(CSc3nncs3)cs2)cc1OC	x	x	x	-22	8	3	x
CO[C@@H]1CN(C)C(=O)c2ccc(NS(=O)(=O)c3cn(C)cn3)cc2OC[C@H](C)N(C)C[C@@H]1C	x	2.3	17	1	6	7[16.7 µM]	2
